# OX1R antagonist = blocks the human orexin 1 receptor; 330,000 compounds, 0.43% hits; CHO/OX1R cells, Fluo-8 calcium fluorescence, orexin A; O43613; inhibition, % at 5 µM;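 active means inhibition above its plate's threshold, mean inhibition of all tested compounds on the plate plus 3 SD, cut at about 37% in these data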;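 further: 0% = orexin A challenge wells and 100% = SB-334867-A antagonist wells; not every result past the cut was called active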
# Target sequence (O43613 whole entry, looked up): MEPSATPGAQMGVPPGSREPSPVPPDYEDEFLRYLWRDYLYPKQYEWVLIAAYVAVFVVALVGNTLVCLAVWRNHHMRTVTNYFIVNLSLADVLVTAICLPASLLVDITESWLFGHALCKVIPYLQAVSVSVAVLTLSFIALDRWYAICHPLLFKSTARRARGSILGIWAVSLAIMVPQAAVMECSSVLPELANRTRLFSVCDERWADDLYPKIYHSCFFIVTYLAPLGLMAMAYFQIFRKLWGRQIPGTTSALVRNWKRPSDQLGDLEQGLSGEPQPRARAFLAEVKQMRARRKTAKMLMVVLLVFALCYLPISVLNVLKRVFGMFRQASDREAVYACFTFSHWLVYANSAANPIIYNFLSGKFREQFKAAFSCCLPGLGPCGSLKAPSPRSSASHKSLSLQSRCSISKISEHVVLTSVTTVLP
# CHT allo act = allosteric activators of human choline transporter CHT; B-score at 10 µM; Q9GZV3; CHT-expressing cells, membrane potential dye, choline EC20; hits give high values; LV-AA mutant CHT in HEK293 cells; AID 488977; 310,000 compounds, 0.49% hits;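 active means initial fluorescence not abnormally high and integrated response B-score, plate-corrected, over 3 SD above library mean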
# Target sequence (Q9GZV3 whole entry, looked up): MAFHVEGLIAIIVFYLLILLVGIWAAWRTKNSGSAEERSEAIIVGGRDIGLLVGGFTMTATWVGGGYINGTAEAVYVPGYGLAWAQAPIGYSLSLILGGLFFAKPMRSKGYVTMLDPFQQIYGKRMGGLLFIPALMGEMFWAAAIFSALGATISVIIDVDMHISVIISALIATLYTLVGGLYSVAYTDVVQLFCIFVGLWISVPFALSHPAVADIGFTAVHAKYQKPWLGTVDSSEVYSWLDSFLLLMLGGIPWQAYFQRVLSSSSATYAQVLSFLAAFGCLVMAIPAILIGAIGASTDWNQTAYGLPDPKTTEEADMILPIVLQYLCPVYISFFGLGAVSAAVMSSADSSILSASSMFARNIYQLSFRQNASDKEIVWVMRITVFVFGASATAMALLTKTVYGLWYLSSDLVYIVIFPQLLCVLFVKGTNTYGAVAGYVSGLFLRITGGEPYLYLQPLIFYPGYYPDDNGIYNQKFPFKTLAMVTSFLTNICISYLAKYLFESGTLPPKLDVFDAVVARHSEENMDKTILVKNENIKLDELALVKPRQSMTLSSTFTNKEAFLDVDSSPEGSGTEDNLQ
# Numbers without * were called inactive; i = inactive; / = no result given.
# Screens in order: CHT allo act | OX1R antagonist
O=C(Nc1ccccc1)NC1CCCCCCC1
    i | -32
Cc1c(CC(=O)O)c(=O)oc2cc3oc4c(c3cc12)CCCC4
    i | 8
CN(C)c1ccc(C(=O)NNC(=O)Nc2ccccc2)cc1
    i | -2
CC(Cc1ccccc1)NC(=O)/C=C/c1ccc([N+](=O)[O-])cc1 (stereo not given)
    i | -8
COc1cc(C(=O)OCC(=O)Nc2ccc(S(=O)(=O)NC3=NCCCCC3)cc2)cc(OC)c1OC
    / | -13
Cc1ccccc1CC1(CO)CCCN(C(=O)CCC(F)(F)F)C1 (stereo not given)
    i | -27
CN(C)C(CNC(=O)C1CCN(S(=O)(=O)c2ccc(Cl)cc2)CC1)c1ccccc1 (stereo not given)
    i | -27
O=C1C2CC=C(Cl)CC2C(=O)N1CCc1ccccc1 (stereo not given)
    i | -20
O=C(COc1ccc(Cl)cc1)NC(=S)Nc1ccccc1N1CCOCC1
    i | -46
Cc1onc(-c2ccccc2)c1C(=O)Nc1nnc(C(C)(C)C)s1
    i | -44
O=c1oc2ccccc2c(NC2CCCCC2)c1NS(=O)(=O)c1ccc(F)c(Cl)c1
    i | -27
Cc1[nH]c(C)c(S(=O)(=O)Nc2ccccc2)c1C(=O)N1CCCC1
    i | -6
CCCCNC(=O)CCC(=O)Nc1ccc2nc(N3CCCCC3)cc(C)c2c1
    i | -15
CCOC(=O)c1cc2c(ccn2C)n1CC(=O)N1C(C)CCCC1C (stereo not given)
    i | -1
CNC(=O)c1[nH]cnc1C(=O)NCC(=O)OC(C)(C)C
    i | 5
CC(C)n1c(CNC(=O)c2ccccc2)nc2ccccc21
    i | -7
C[C@H](NC(=O)c1nc[nH]c1C(=O)N[C@@H](CCCCNC(=O)OC(C)(C)C)C(=O)OC(C)(C)C)C(=O)OCc1ccccc1
    i | -45
O=C(CCn1c(=O)sc2ccccc21)Nc1nccs1
    i | -11
O=C(CCNC(=O)c1ccc(Cl)cc1)NN1C(=O)NC2(CCCCC2)C1=O
    / | -9
O=C(COC(=O)[C@@H]1CCCN1S(=O)(=O)c1ccc(Cl)cc1)NC1CC1
    i | -18
COc1ccc(CN2CCCCC2C(=O)Nc2ccc(OC)c(OC)c2)cc1OC (stereo not given)
    i | -11
Cc1nnsc1S(=O)c1ccc(Br)cc1 (stereo not given)
    i | -33
O=C(COC(=O)[C@H](Cc1ccccc1)NC(=O)c1ccco1)NCc1ccccc1
    i | -19
COc1cccc(-n2cnc3sc(C)cc3c2=O)c1
    i | -17
OC(c1ccc(Cl)cc1)C(CN1CCOCC1)c1ccccc1 (stereo not given)
    i | -29
COc1ccccc1C1C(C#N)=C(N)Oc2c1oc(CO)cc2=O (stereo not given)
    i | -1
Cc1ccc(NC2CCCN(C(=O)c3ccc(F)cc3)C2)cc1C (stereo not given)
    i | -4
COc1cccc(C(=O)Nc2ccc(NC(=O)C3CC3)cn2)c1
    i | -18
O=C(c1cccs1)N1CCN(c2nnc(-c3ccccc3)c3ccccc23)CC1
    i | -31
O=C(O)COc1ccccc1/C=N/NC(=O)CSc1nc2ccccc2n1Cc1ccccc1Cl
    i | -34

# The final 4 entries of the section above open the next one:
# Screens in order: CHT allo act | OX1R antagonist
Cc1ccc(NC2CCCN(C(=O)c3ccc(F)cc3)C2)cc1C (stereo not given)
    i | -4
COc1cccc(C(=O)Nc2ccc(NC(=O)C3CC3)cn2)c1
    i | -18
O=C(c1cccs1)N1CCN(c2nnc(-c3ccccc3)c3ccccc23)CC1
    i | -31
O=C(O)COc1ccccc1/C=N/NC(=O)CSc1nc2ccccc2n1Cc1ccccc1Cl
    i | -34
COc1ccc(/C=C2\Cc3ccccc3C2=O)cc1OC
    i | /
O=C(NCc1cccc(C(F)(F)F)c1)c1cc(-c2ccccc2)nn1CC1CC(c2cccnc2)=NO1 (stereo not given)
    i | -24
COc1ccc(CNC2CCCCC2C)c(OC)c1 (stereo not given)
    i | -19
COc1ccc(-c2noc(C(C)NC(=O)c3ccco3)n2)cc1OC (stereo not given)
    i | -8
O=C(CCS(=O)(=O)c1ccc(Br)cc1)NCCc1ccccc1
    i | -26
CCOc1ccc(C(C)C)cc1S(=O)(=O)Nc1ccc(Cl)cn1
    i | -21
O=C(O)CC1(O)C(=O)N(Cc2ccccc2)c2ccccc21 (stereo not given)
    i | -30
Cc1nc(C)c(-c2ccc(SCc3ccc([N+](=O)[O-])cc3)nn2)s1
    i | 15
CCc1nnc(NC(=O)CCC(=O)NCc2ccc(C)cc2)s1
    i | -17
CC1(C)C2CCC1(C)C(OC(=O)C[n+]1ccccc1N)C2 (stereo not given)
    i | -18
O=C(NCc1ccccc1F)C1CCCN1C(=O)Nc1ccccc1 (stereo not given)
    i | -12
CC(NC(=O)Cc1ccc(S(=O)(=O)N2CCCCC2)cc1)c1ccccc1 (stereo not given)
    / | -17
CC(=O)Oc1oc(-c2ccccc2)nc1C=Nc1ccc(N(C)C)cc1
    i | 4
Cc1cc(C)n(-c2nc3c(c(=O)[nH]c(=O)n3C)n2C)n1
    i | -2
Cc1ccc(C(=O)NCc2ccc(Cl)cc2)cc1S(=O)(=O)N1CCCCC1
    / | -13
Cc1ccc(C(=O)Nc2cccc(S(=O)(=O)N3CCCC3)c2)o1
    / | -21
CC(C)C(=O)Nc1ccc(NC(=O)c2ccccn2)cn1
    i | -26
CCn1nnnc1NCc1ccc(SC)cc1
    i | /
COc1cccc(/C=N/N=C(\N)c2nonc2N)c1O
    i | -7
COc1nccnc1NS(=O)(=O)c1ccc(NC(=S)NC(=O)c2cccnc2)cc1
    i | -8
CCCC1CC(C(=O)NC(C(C)Cl)C2OC(SC)C(O)C(O)C2O)N(C)C1 (stereo not given)
    i | -9
Cc1cc(C(=O)NNC(=O)c2ccccc2[N+](=O)[O-])c(C)o1
    / | -4
Cc1cc(C(=O)OCC(=O)NC(C)C)c2ccccc2n1
    i | -15
O=C(CN1c2cccc3cccc(c23)S1(=O)=O)Nc1ccccc1F
    i | -28
O=C(NCCc1nc2ccccc2[nH]1)c1ccc(F)cc1
    i | -11
c1ccc(-n2nnnc2SCc2cn3ccccc3n2)cc1
    i | -19
COc1cc(/C=N/NC(=O)c2ccc(C)nc2)cc([N+](=O)[O-])c1O
    i | -24
Cc1ccc(CN2CCNC(=O)C2CC(=O)N(Cc2c(C)nn(C)c2C)C2CC2)o1 (stereo not given)
    i | -29
O=S(=O)(c1cc(Cl)cc(Cl)c1O)N1CCC2(CC1)OCCO2
    i | -8
Nc1nc(SCC(=O)N2CCCCC2)[nH]c(=O)c1NC(=O)c1cccs1
    i | -3
Oc1ccc(-c2cnns2)c(O)c1
    i | -3
Cn1cnc(S(=O)(=O)Nc2ccc(OC(F)(F)F)cc2)c1
    i | 0
O=S(=O)(N1CCOCC1)N1CCCN(S(=O)(=O)N2CCOCC2)CC1
    i | -18
Cc1nn(Cc2c(Cl)cccc2Cl)c(Cl)c1/C=N/NC(=O)c1cccnc1
    i | -30
CCOc1ccc2nc(SCC(=O)NCc3ccc(S(N)(=O)=O)cc3)sc2c1
    i | 11
Cc1c(O)ccc(/C(Cc2ccc3ccccc3n2)=N\N)c1O
    i | -2
CCn1cc(C(=O)O)c(=O)c2cc(F)c(N/N=C/c3ccccc3)cc21
    i | 1
Nc1cc(Cl)ccc1C(=O)OCC(=O)NCC1CCCO1 (stereo not given)
    / | -6
COc1ccccc1C(=O)N(Cc1ccco1)C1CCS(=O)(=O)C1 (stereo not given)
    i | -17
OC1(c2ccc(Cl)c(Cl)c2)C[n+]2ccccc2N1Cc1ccccc1 (stereo not given)
    i | -12
O=C(NNS(=O)(=O)c1ccc(F)cc1)c1ccc2c(c1)OCO2
    i | -6
COc1ccc(N2CCN(C(=O)c3ccc(N4C(=O)NC5CC4(C)Oc4ccccc45)cc3)CC2)cc1 (stereo not given)
    i | -22
Cc1cn2c(=O)c(C(=O)NCc3ccc4c(c3)OCO4)cnc2s1
    i | 9
O=C(CNS(=O)(=O)c1ccc(Cl)c(C(F)(F)F)c1)NC1CCCCC1
    / | -10
CC1=C(C(=O)OC(C)C)C(c2cccs2)NC(=O)N1 (stereo not given)
    i | 0
Cc1ccc(NC(=O)N2CCC(O)(c3ccc(Cl)cc3)CC2)cc1
    i | -17
CC(C(=O)Nc1ccc(Cl)cc1)N1C(=O)NC2(CCCC2)C1=O (stereo not given)
    i | -22
O=C(Nc1sc2c(c1C(=O)NCCO)CCCC2)c1ccco1
    i | -3
CCc1ccc(OCC(=O)N/N=C/c2cc([N+](=O)[O-])ccc2N2CCOCC2)cc1
    i | -18
COC(=O)c1ccc(CO/N=C/c2cccc([N+](=O)[O-])c2)cc1
    i | 1
CC1CCCCC1NC(=O)c1cc(=O)[nH]c2ccccc12 (stereo not given)
    i | -5
CC(=O)OCC1=C(C(=O)O)N2C(=O)C(NC(=O)CCn3nc(C(F)(F)F)c(Br)c3C3CC3)C2SC1 (stereo not given)
    i | -3
CC(Sc1nc2ccccc2[nH]1)C(=O)Nc1ccccc1F (stereo not given)
    i | -5
COc1ccc(-c2nc3c4ccccc4ccn3c2C=O)cc1
    i | -13
O=S1(=O)CCN(C(CCO)c2cccc(C(F)(F)F)c2)CC1 (stereo not given)
    i | -6
CCCCn1c(=O)[nH]c(=O)c2c1nc(-c1ccc(C(F)(F)F)cc1)n2C
    i | -13
CC1Cn2c(nnc2-c2ccccc2O)S1 (stereo not given)
    i | -12
O=C(CN1CCOCC1)Nc1c(C(=O)C2CC2)oc2ccccc12
    i | -41
CS(=O)(=O)Nc1ccc(C2=NN(C(=O)c3ccco3)C(c3ccc(F)cc3)C2)cc1 (stereo not given)
    i | -21
CCOC(=O)C(CN1CCCC1)c1ccccc1 (stereo not given)
    i | -4

# Later entries.
# Screens in order: CHT allo act | OX1R antagonist
COC(=O)CC1COc2ccccc2N1C(=O)c1cc(OC)c(OC)c(OC)c1 (stereo not given)
    i | -30
Cc1ccc(C)c(Cc2c(C)nc3c(C(=O)N4CCOCC4)cnn3c2C)c1
    i | -15
Cc1ccc(NC(=S)NN(C)c2nc(C)cnc2C)cc1
    i | -3
COc1ccc(C2/C=C\CN(C(=O)C3CC3)CC(=O)N2Cc2ccc(F)cc2)cc1 (stereo not given)
    i | -30
Cn1cnc([N+](=O)[O-])c1Sc1ncnc2nc[nH]c12
    i | -2
CN1C(=O)[C@H]2[C@@H](/C=C/c3ccccc3)N3C(=O)CN(Cc4ccc(-c5ccccc5)cc4)C(=O)[C@@]3(Cc3ccccc3)[C@H]2C1=O
    i | -15
COc1ccc(CCNC(=S)c2ccccc2)cc1OC
    i | -7
Cc1nnc(NC(=O)CC(C)c2ccccc2)s1 (stereo not given)
    i | -1
COc1cccc(-c2nc(NCCN3CCOCC3)c3ccccc3n2)c1O
    i | -23
Cc1nc(N2CCNCC2)c2c3c(sc2n1)CCCC3
    i | -7
Cc1ccc(OCCCC(=O)N2CCOCC2)c(C)c1
    i | -19
CS(=O)(=O)N(CCC#N)Cc1ccc(C=O)o1
    i | -7
CCCN(C(=O)c1nc2nccc(C)n2n1)c1c(N)n(Cc2ccccc2)c(=O)[nH]c1=O
    / | -4
COc1ccc(CNC(=O)Cn2nc(Cc3cccnc3)c3ccccc3c2=O)cc1
    i | -31
Cc1cc(C)c(C(=O)COC(=O)c2cccnc2Cl)c(C)c1
    i | -32
COc1ccc(-c2c(C)nn3c(N4CCC(C(=O)N5CCCCC5)CC4)cc(C)nc23)cc1OC
    i | -36
Cc1nn(-c2ccccc2)c(C)c1C1C(C#N)=C(N)Oc2n[nH]c(C)c21 (stereo not given)
    i | -8
CCOc1cc2[nH]c(=O)n(CCCCC(=O)N3CCCCCC3)c(=O)c2cc1OCC
    i | -7
CCOc1ccc(C(=O)NCC(=O)NNC(=O)C2COc3ccccc3O2)cc1OCC (stereo not given)
    i | -19
O=C(NCCO)c1nc(NCCO)c2ccccc2n1
    i | 5
CN(CCOC(=O)c1ccccc1)Cc1ccccc1
    i | -12
O=C(c1ccc2ccccc2c1)C1CCCN(C(=O)c2cnccn2)C1 (stereo not given)
    i | -28
CC(OC(=O)CCN1C(=O)c2cccc([N+](=O)[O-])c2C1=O)C(=O)Nc1cc(Cl)cc(Cl)c1 (stereo not given)
    i | -16
CC(=O)CS(=O)(=O)c1ccc(Oc2ccc(S(=O)(=O)CC(C)=O)cc2)cc1
    i | 11
Cc1c(NC(=O)CSc2nnc(C(C)Oc3ccc(Cl)cc3)n2-c2ccccc2)c(=O)n(-c2ccccc2)n1C (stereo not given)
    i | -23
CCN(CC)c1nc(N)c2c(N)nc3c(c2c1C#N)CC(c1ccccc1)O3 (stereo not given)
    6.5* | -41
CCN(CC)CC(=O)N1c2ccccc2Sc2ccc(Cl)cc21
    i | -38
COc1ccc(-c2cn(CCO)c(-c3ccncc3)n2)cc1
    i | -10
CCc1nc2oc3ccccc3c(=O)c2c(=O)n1CCOC
    i | -32
COc1ccc(/C=N/n2cc(-c3ccc(OC)cc3)nc2N)cc1
    i | -24
CN(C)S(=O)(=O)c1ccc(N2CCCC2)c(C(=O)Nc2nc(-c3ccc(F)c(F)c3)cs2)c1
    i | -3

# Looked up one by one from above:
# Screens in order: CHT allo act | OX1R antagonist
COc1ccc(-c2c(C)nn3c(N4CCC(C(=O)N5CCCCC5)CC4)cc(C)nc23)cc1OC
    i | -36
Cc1cc(C)c(C(=O)COC(=O)c2cccnc2Cl)c(C)c1
    i | -32
CN(C)S(=O)(=O)c1ccc(N2CCCC2)c(C(=O)Nc2nc(-c3ccc(F)c(F)c3)cs2)c1
    i | -3
COc1cccc(-c2nc(NCCN3CCOCC3)c3ccccc3n2)c1O
    i | -23

# Compounds were not picked by outcome. Share with any hit: about 0.8%.
